Mcl-1 Bim block = human Bim-Mcl-1 interaction inhibition; inhibition, % at 10 µM; Q07820; 0.1% of 190,000 active; Bead-based flow cytometry, Bim peptide-Mcl-1 binding;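 also: 0% = no compound tracer wells and 100% = peptide blocker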
ABCB1 block = inhibitors of human ABCB1 transporter, ABCG2 counter-screen; P08183; inhibition, % at 6.6 µM; 0.067% of 190,000 active; CCRF-Adr cells, JC-1 efflux, flow cytometry; in the data active = inhibition above about 40%;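 also: 0% = vehicle and 100% = reference inhibitor; higher value means more JC-1 retained so stronger ABCB1 efflux block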
Bcl-XL Bim block = human Bim-Bcl-XL interaction inhibition; AID 1007; 0.04% of 190,000 active; inhibition, % at 10 µM; Bim peptide-Bcl-XL binding, bead flow cytometry, fluorescence; Q07817
Bcl-2 Bim block = human Bim-Bcl-2 interaction inhibition. AID 950. inhibition, % at 10 µM. P10415. Bead-based flow cytometry, Bim peptide-Bcl-2 binding. 0.06% of 190,000 active; in the data active = inhibition above about 40%; inconclusive = no clear call, values can overlap the other calls;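 also: 0% = no compound wells with probe peptide and 100% = reference peptide inhibitor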
Target sequence (P10415 whole entry, looked up): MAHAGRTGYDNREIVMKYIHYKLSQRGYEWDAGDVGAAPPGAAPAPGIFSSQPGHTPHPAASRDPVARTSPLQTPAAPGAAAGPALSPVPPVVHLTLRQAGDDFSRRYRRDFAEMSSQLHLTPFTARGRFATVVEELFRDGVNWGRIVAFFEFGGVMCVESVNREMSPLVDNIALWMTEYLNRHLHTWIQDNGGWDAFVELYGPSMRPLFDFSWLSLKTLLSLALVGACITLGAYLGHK
ABCG2 block = blocks JC-1 efflux by human ABCG2 transporter; AID 1325; 0.1% of 190,000 active; inhibition, % at 6.6 µM; IgMXP3 cells, flow cytometry; Q9UNQ0;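 active = inhibition above 80%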;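 also: 0% = DMSO and 100% = nicardipine control wells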
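test system = two drug-resistant human cell lines, ABCG2 and ABCB1 | amount = 3 million cells/mL final, two lines in 1:1 ratio | reagent = JC-1 transporter substrate | doses = one concentration, 6.6 µM final | incubation = 10 min at 25 °C | signal = flow cytometric JC-1 green MFI at 530 nm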
Bcl-B Bim block = inhibitors of Bim-Bcl-B interaction, human | inhibition, % at 10 µM | Q9HD36 | bead-based flow cytometry, Bim peptide-Bcl-B binding | 0.073% of 190,000 active | AID 951;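 also: 0% = tracer peptide without compound and 100% = reference inhibitor peptide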
Target sequence (Q9HD36 whole entry, looked up): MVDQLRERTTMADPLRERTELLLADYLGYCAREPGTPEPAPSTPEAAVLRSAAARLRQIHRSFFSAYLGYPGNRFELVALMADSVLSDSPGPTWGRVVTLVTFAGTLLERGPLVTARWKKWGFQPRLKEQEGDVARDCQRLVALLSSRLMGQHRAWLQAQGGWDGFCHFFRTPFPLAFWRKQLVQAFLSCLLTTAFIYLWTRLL
Bcl-W Bim block = inhibitors of Bim-Bcl-W interaction, human; Q92843; bead-based flow cytometry, Bim peptide-Bcl-W binding; inhibition, % at 10 µM; 0.02% of 190,000 active;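 also: 0% = bound tracer without compound and 100% = peptide blocker; higher means less fluorescent Bim peptide bound to Bcl-W beads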
Target sequence (Q92843 whole entry, looked up): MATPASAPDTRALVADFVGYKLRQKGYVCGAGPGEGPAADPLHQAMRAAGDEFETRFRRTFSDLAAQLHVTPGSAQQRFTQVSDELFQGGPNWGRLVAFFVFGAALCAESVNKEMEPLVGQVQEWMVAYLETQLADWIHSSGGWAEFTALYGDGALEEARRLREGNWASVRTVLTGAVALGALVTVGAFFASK
Bim-Bfl-1 = human Bim-Bfl-1 interaction inhibition | AID 1008 | Q16548 | 0.12% of 190,000 active | inhibition, % at 10 µM | Bead-based flow cytometry, Bim-Bfl-1 binding inhibition;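 also: 0% = wells without compound plus tracer and 100% = blocker peptide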
RGS4-Gao reg = human RGS4-Galphao interaction regulation | AID 1415 | Multiplexed bead flow cytometry, RGS4-Galphao binding; actives lie on both sides | P09471 | binding response (% of control), % at 10 µM | 0.33% of 220,000 active; in the data active = binding response below about 49% or above about 150%; inactive = in between;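 also: fluorescent Galphao activated with aluminum fluoride binding bead-coupled RGS4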
Target sequence (P09471 whole entry, looked up): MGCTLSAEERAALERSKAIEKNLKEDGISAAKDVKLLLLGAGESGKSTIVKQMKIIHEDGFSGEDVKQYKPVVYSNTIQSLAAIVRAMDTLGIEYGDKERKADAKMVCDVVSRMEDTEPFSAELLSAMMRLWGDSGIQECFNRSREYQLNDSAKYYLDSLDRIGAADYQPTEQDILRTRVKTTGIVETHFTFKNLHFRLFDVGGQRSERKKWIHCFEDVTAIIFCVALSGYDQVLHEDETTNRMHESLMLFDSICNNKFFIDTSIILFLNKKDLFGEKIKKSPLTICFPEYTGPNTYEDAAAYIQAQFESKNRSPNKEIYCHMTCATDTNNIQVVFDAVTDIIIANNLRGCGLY
RGS8-Gao = human RGS8-Galphao interaction regulation; AID 1423; response (percent of control binding), % at 10 µM; multiplexed bead flow cytometry, RGS8-Galphao binding; actives lie on both sides; 0.34% of 220,000 active; P09471; in the data active = response below about 60% or above about 140%; inactive = in between;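 also: Galphao activated as the GDP aluminium fluoride complex binding bead-coupled RGS8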
RGS7-Gao = regulators of human RGS7-Galphao interaction; 0.35% of 220,000 active; Multiplexed bead flow cytometry, RGS7-Galphao binding; actives lie on both sides; AID 1439; binding response (% of control), % at 10 µM; P09471; in the data active = binding response below about 49% or above about 150%; inconclusive = no clear call, values can overlap the other calls; inactive = in between;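 also: fluorescent Galphao held in activated GDP-AlF4 state binding bead-coupled RGS7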
* marks the source's active call; other numbers are inactive results; ? = inconclusive. Rule as the data show it, unless noted: active = inhibition above about 40%.

entry	structure	Mcl-1 Bim block	ABCB1 block	Bcl-XL Bim block	Bcl-2 Bim block	ABCG2 block	Bcl-B Bim block
1	COCCCNC(=S)NNC(=S)Nc1ccc(F)cc1F	-3	0.1	-10	-10	15	-15
2	CC(C)CCNC(=O)C1C2C=CC3(CN(Cc4ccccc4Cl)C(=O)C13)O2 (stereo not drawn)	-1	-2.4	-4	-7	-3	-6
3	COCC(=O)Nc1nc2n(n1)C(c1ccccc1Cl)CC(c1ccc(OC)cc1)N2 (stereo not drawn)	-3	0.4	-2	-4	1	-6
4	CC(=O)OC1CC(n2ccc(NC(=O)c3ccccc3)nc2=O)OC1CO (stereo not drawn)	1	0.2	-4	0	1	-1
5	COc1ccccc1N1CCN(C(c2ccc(Cl)cc2)c2nnnn2C(C)(C)C)CC1 (stereo not drawn)	1	2.8	-2	-3	8	-1
6	C/C(=N\N=C(N)N)c1ccc(Cl)cc1Cl	-4	0.7	-6	-4	1	0
7	Cc1cccc(-c2nc3cc([N+](=O)[O-])ccc3o2)c1	-2	0.9	-1	-5	6	-9
8	CCNC(=S)Nc1cccc([N+](=O)[O-])c1	-1	0.7	-5	2	12	-10
9	COc1ccccc1N1CCN(c2nc3c(C)cccn3c(=O)c2C=O)CC1	2	0.8	1	-4	4	0
10	O=C(CN1C(=O)NC2NC(=O)NC21)N/N=C/c1ccccc1F (stereo not drawn)	0	0.2	-1	-5	2	-5
11	COC(CN1C(=O)C(=O)/C(=C(/O)c2ccccc2)C1c1ccccn1)OC (stereo not drawn)	-3	0.9	4	2	1	3
12	CC(=O)C1=C(C)NC2=C(C(=O)c3ccccc32)C1c1ccccc1 (stereo not drawn)	-2	2.2	-1	-2	22	-3

entry	Bcl-W Bim block	Bim-Bfl-1	RGS4-Gao reg	RGS8-Gao	RGS7-Gao
1	-3	-14	103	100	104
2	1	-12	87	95	102
3	-2	-4	104	102	103
4	4	-11	103	105	101
5	-3	-2	99	99	98
6	-2	0	107	106	105
7	-3	-6	102	101	100
8	-4	3	96	104	105
9	-1	0	94	90	91
10	1	-8	96	95	96
11	10	3	96	94	97
12	-4	-6	102	101	99

The listing continues:
entry	structure	Mcl-1 Bim block	ABCB1 block	Bcl-XL Bim block	Bcl-2 Bim block	ABCG2 block	Bcl-B Bim block
13	Cn1cc(P(=S)(N2CCOCC2)N2CCOCC2)cc1P(=S)(N1CCOCC1)N1CCOCC1	0	-0.1	-3	-4	0	-10
14	CC1(C)CC2(CCO1)OC(=O)CC2C(=O)NCCc1ccccc1 (stereo not drawn)	1	0.1	0	1	0	0
15	COc1ccccc1Oc1ccc(NC(=O)c2ccccc2C)cc1	-3	0.8	-4	-9	2	-9
16	O=c1cc(CO)oc(C(Nc2cccc(C(F)(F)F)c2)c2ccccn2)c1O (stereo not drawn)	-3	-1.7	0	2	-7	3
17	Cc1csc(SCC(=O)c2c(N)n(C)c(=O)n(C)c2=O)n1	-5	-0.7	-3	-11	12	-10
18	Cc1cc(-c2csc(NC(=O)c3cc4ccccc4o3)n2)c(C)n1C	-4	-0.9	-6	-9	0	-7
19	CN(C(=O)COC(=O)C1CCN(S(=O)(=O)c2cccs2)CC1)C1CCS(=O)(=O)C1 (stereo not drawn)	-1	-0.5	-1	-8	-2	-9
20	Cc1ccc(-c2cnc(NCc3cc4c(cc3[N+](=O)[O-])OCO4)n2C)cc1C	-1	2.2	1	0	21	0
21	CCOCc1c(C(=O)NC2CCCCCC2)oc2ccccc12	-3	0.8	-2	0	10	0
22	COC(=O)c1cc(C(=O)OC)cc(N2C(=O)CC(NNC(=O)c3ccccc3Cl)C2=O)c1 (stereo not drawn)	-1	-0.1	-8	-3	0	-5
23	O=C(/C=C/c1ccco1)NC1=NCCS1	0	0.7	-1	2	1	-3
24	N#CC1=C(N)Oc2cc(O)ccc2C1c1cccnc1 (stereo not drawn)	1	0.1	0	0	0	-2

entry	Bcl-W Bim block	Bim-Bfl-1	RGS4-Gao reg	RGS8-Gao	RGS7-Gao
13	-1	-2	103	101	?
14	0	-2	95	99	100
15	-4	-10	97	97	104
16	0	-1	90	88	?
17	0	-15	100	99	99
18	1	-11	95	103	96
19	5	-6	99	98	101
20	0	7	102	102	103
21	-3	1	99	98	?
22	-3	-4	100	100	98
23	0	1	98	95	99
24	0	-1	104	103	102

Further structures.
entry	structure	Mcl-1 Bim block	ABCB1 block	Bcl-XL Bim block	Bcl-2 Bim block	ABCG2 block	Bcl-B Bim block
25	COc1cc(/C=C/C(=O)c2c(O)cc(C)oc2=O)cc(OC)c1O	2	0.2	0	0	2	-1
26	Cc1c(NC(=O)CSc2ccc3c(c2)OCCO3)c(=O)n(-c2ccccc2)n1C	-2	0.4	-3	-11	2	-7
27	CC1CCCN(C(=O)c2cc(F)c(F)cc2Cl)C1 (stereo not drawn)	-5	0.6	-4	-3	5	-5
28	CCOc1ccc(C(=O)N2CCCC2)cc1OC	-2	0.2	-3	-12	1	-9
29	CC(=N\O)/C(CN(C)C)=N/O	-1	0.1	-4	-5	0	-1
30	O=c1[nH]c(N2CCN(c3ccccc3)CC2)nc2c1CCC2	-5	-1.4	-8	-10	24	-11
31	O=c1c2c3c(sc2n(CCN2CCCC2)c(=O)n1Cc1ccco1)CCCCC3	-1	26	-3	-8	22	-9
32	Cc1ccc(CC(=O)NCc2ccc3c(c2)OCO3)cc1	0	0.1	-2	-9	3	-6
33	CC(=O)c1cccc(NC(=O)CCC2CCCC2)c1	-4	0.4	-3	-2	4	-3
34	C=C(C)Cn1c(SCC#N)nc2ccccc2c1=O	-1	-3.5	-2	-6	-5	-9
35	Cc1ccc(C(=O)c2cnc3ccccc3c2-c2ccccc2)cc1	0	2.5	-2	-3	8	-1
36	CCn1cc(C(=O)OCC(=O)N(C)C2CCS(=O)(=O)C2)c(=O)c2ccc(C)nc21 (stereo not drawn)	-1	0.2	0	0	1	0

entry	Bcl-W Bim block	Bim-Bfl-1	RGS4-Gao reg	RGS8-Gao	RGS7-Gao
25	0	0	106	102	101
26	1	-7	99	100	91
27	-4	-2	99	99	106
28	0	-10	100	104	103
29	-4	-2	102	102	102
30	0	-16	100	100	98
31	-4	-17	100	102	98
32	-1	-11	90	97	88
33	-3	0	91	92	89
34	-6	-3	104	96	101
35	-1	0	100	101	101
36	-1	-2	126	107	107

(more compounds)
entry	structure	Mcl-1 Bim block	ABCB1 block	Bcl-XL Bim block	Bcl-2 Bim block	ABCG2 block	Bcl-B Bim block
37	CCN(c1cccc(C)c1)S(=O)(=O)c1cccc2nsnc12	-1	0.9	0	-2	4	-2
38	CC(C)CC(=O)Nc1nnc(-c2ccco2)s1	0	-0.1	0	-3	-1	-8
39	COc1ccc(N2CCN(Cc3nc(-c4ccccc4)no3)CC2)cc1	0	-0.1	-2	-2	4	0
40	Cc1cc(OCC(=O)Nc2ccc3c(c2)OCCO3)cc(C)c1Cl	-2	-0.1	1	-7	2	-7
41	Cc1ccc(S(=O)(=O)NC(CC(C)C)C(=O)N2CCC(C)CC2)cc1 (stereo not drawn)	-2	0.6	-2	0	1	-7
42	Cc1cc(S(=O)(=O)N2CCN=C2c2ccccc2)c(Cl)cc1Cl	0	0.4	0	2	1	-3
43	COc1ccc(C2=CSC3=C(C(=O)c4cccc(S(=O)(=O)N(C)C)c4)CCN23)cc1	0	0.7	-17	0	4	4
44	CC(=O)c1cccc(NC(=O)c2nccnc2C(=O)O)c1	-5	2.8	-12	-12	6	-9
45	C=CCOc1ccccc1CNc1ccc2c(c1)OCCO2	14	1.1	-1	0	13	-4
46	CC(C)(C)NC(=O)C(=O)NNC(=O)c1cccc([N+](=O)[O-])c1	-1	0.3	-2	-3	9	-2
47	COc1cc2c(cc1OC)CN(C(=O)c1ccc3nc[nH]c3c1)CC2	-2	0.5	0	0	4	-1
48	Cc1cc(C)n(CCc2nc(-c3ccc(F)cc3)cs2)n1	-5	0.4	-4	-4	14	-4

entry	Bcl-W Bim block	Bim-Bfl-1	RGS4-Gao reg	RGS8-Gao	RGS7-Gao
37	-3	0	97	98	96
38	-4	-1	102	98	99
39	2	-1	100	102	96
40	0	-11	96	101	92
41	-1	-4	104	102	101
42	1	2	84	90	86
43	1	2	98	101	96
44	-2	-21	101	100	103
45	1	3	98	99	97
46	0	-5	97	99	103
47	-2	-4	98	101	106
48	0	-1	99	101	99

In the list so far, these have two or more sulfur atoms:
entry	structure	Mcl-1 Bim block	ABCB1 block	Bcl-XL Bim block	Bcl-2 Bim block	ABCG2 block	Bcl-B Bim block
1	COCCCNC(=S)NNC(=S)Nc1ccc(F)cc1F	-3	0.1	-10	-10	15	-15
13	Cn1cc(P(=S)(N2CCOCC2)N2CCOCC2)cc1P(=S)(N1CCOCC1)N1CCOCC1	0	-0.1	-3	-4	0	-10
17	Cc1csc(SCC(=O)c2c(N)n(C)c(=O)n(C)c2=O)n1	-5	-0.7	-3	-11	12	-10
19	CN(C(=O)COC(=O)C1CCN(S(=O)(=O)c2cccs2)CC1)C1CCS(=O)(=O)C1 (stereo not drawn)	-1	-0.5	-1	-8	-2	-9
37	CCN(c1cccc(C)c1)S(=O)(=O)c1cccc2nsnc12	-1	0.9	0	-2	4	-2
43	COc1ccc(C2=CSC3=C(C(=O)c4cccc(S(=O)(=O)N(C)C)c4)CCN23)cc1	0	0.7	-17	0	4	4

entry	Bcl-W Bim block	Bim-Bfl-1	RGS4-Gao reg	RGS8-Gao	RGS7-Gao
1	-3	-14	103	100	104
13	-1	-2	103	101	?
17	0	-15	100	99	99
19	5	-6	99	98	101
37	-3	0	97	98	96
43	1	2	98	101	96

New compounds follow.
entry	structure	Mcl-1 Bim block	ABCB1 block	Bcl-XL Bim block	Bcl-2 Bim block	ABCG2 block	Bcl-B Bim block
49	CCOC(=O)C1CCN(S(=O)(=O)c2ccc(C(=O)OC)cc2)CC1	-1	0.0	0	-1	0	0
50	Cc1ccc(C)c(NC(=O)CSc2nnc([C@@H]3CCCN3C(=O)OC(C)(C)C)o2)c1	-5	1.6	-7	-6	12	-8
51	CN(C)/C=N/c1ncc(C(=O)c2ccc3ccccc3c2)s1	-1	-0.1	1	-1	1	-2
52	Cc1ccc(C)c(OCC(=O)Nc2cccc(C(=O)O)c2)c1C	-2	0.2	0	-5	1	-6
53	CCn1c(Cc2ccccc2)nnc1SCC(=O)Nc1nc2ccccc2s1	-1	0.9	-2	-2	6	0
54	Cc1ccc(CNS(=O)(=O)c2ccc(C(C)(C)C)cc2)n1C	0	0.5	8	4	1	5
55	CCOC(=O)c1cc(-c2ccc(N3CCOCC3)cc2)nn1-c1ccc(F)cc1F	-5	0.0	-6	-2	10	-7
56	O=C(NCc1ccco1)c1cnccn1	0	0.1	-4	-9	1	-6
57	C=CCOc1cccc(/C=N/NC(=O)C(=O)NCc2ccco2)c1	2	-0.2	0	0	0	0

entry	Bcl-W Bim block	Bim-Bfl-1	RGS4-Gao reg	RGS8-Gao	RGS7-Gao
49	-1	-1	101	98	104
50	-5	-14	102	102	103
51	-1	0	96	103	93
52	-3	-6	102	101	104
53	-1	-1	102	103	101
54	3	2	92	97	96
55	-5	-1	89	75	93
56	1	-13	102	99	99
57	3	3	99	97	97

High-throughput results deposited in PubChem by NMMLSC.
